Source: PubChem BioAssay (Broad Institute)
esBAF inh = SWI/SNF esBAF complex inhibition | hit rate 2% among 350,000 | AID 602393 | mouse ES cells, Bmi1-luciferase knock-in reporter, 24 h; 100% = twice the neutral-well signal | reporter increase, % at 12.5 µM; in the data active = activation above about 40%; inconclusive = no clear call, values can overlap the other calls;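 also: 0% = median of the plate's neutral control wells and 100% = double that signal; a rise in the Bmi1 reporter signal indicates esBAF inhibition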
ARNT-TACC3 inh = disruptors of human ARNT/TACC3 interaction. Q9Y6A5. AlphaScreen His-ARNT PAS-B/GST-TACC3 binding, luminescence; TACC3 fragment carries E629A point mutation. inhibition, % at 9.99 µM. hit rate 0.66% among 390,000. AID 623870;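 active = mean inhibition of replicates at least 50% and at least half of replicates each reaching 50%; inconclusive = half or more replicates reach 50% but mean below 50%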;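 also: 0% = complete ARNT plus TACC3 wells and 100% = ARNT alone without TACC3; many hits fall short of the cut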
RAD54 inh = blocks human RAD54 Holliday junction branch migration. Q92698. FAM/BHQ fluorescence. inhibition, % at 10.4 µM. hit rate 0.14% among 360,000;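 active = mean normalized replicate activity at least 40 and at least half of replicates scoring 40 or more; inconclusive = only one of the two criteria met; inactive = mean below 40 and under half of replicates reaching 40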;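 also: 0% = median of neutral control wells and 100% = median of positive control wells; inhibitors cause a drop in the FAM fluorescence signal; in these data hits start at about 50%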
Target sequence (Q92698 whole entry, looked up): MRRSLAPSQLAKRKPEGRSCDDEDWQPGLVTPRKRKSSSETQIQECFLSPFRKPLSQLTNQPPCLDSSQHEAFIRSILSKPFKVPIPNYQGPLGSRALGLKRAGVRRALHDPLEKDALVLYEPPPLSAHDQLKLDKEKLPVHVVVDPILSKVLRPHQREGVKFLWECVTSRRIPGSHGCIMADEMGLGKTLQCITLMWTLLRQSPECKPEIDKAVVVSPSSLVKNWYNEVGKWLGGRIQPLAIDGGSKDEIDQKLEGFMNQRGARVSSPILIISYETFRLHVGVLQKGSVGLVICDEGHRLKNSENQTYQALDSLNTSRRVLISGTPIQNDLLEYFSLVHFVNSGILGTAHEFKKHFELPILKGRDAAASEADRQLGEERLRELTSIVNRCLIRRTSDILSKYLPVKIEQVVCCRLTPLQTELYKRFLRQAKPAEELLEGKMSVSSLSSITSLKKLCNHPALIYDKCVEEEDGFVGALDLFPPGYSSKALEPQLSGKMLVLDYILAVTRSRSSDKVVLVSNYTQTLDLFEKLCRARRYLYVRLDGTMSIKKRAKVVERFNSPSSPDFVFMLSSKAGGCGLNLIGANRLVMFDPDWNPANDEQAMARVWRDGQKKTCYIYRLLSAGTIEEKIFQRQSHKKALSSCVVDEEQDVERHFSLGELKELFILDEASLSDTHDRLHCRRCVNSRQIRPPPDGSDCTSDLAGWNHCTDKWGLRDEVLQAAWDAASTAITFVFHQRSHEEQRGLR
An asterisk follows results filed as active; ? = inconclusive. The list is partial, so the mix of outcomes need not match the whole.

Results follow in this order: esBAF inh	ARNT-TACC3 inh	RAD54 inh
COC(=O)c1ccc2ccn(CC(=O)NC3CCCCC3)c2c1
→ -10	-10	5
COc1cccc(CN(C)C(=O)c2ccc(S(=O)(=O)N3CCCC3)cc2)c1OC
→ 0	-8	1
c1ccc(-c2ncnc3nc4n(c23)CCC4)cc1
→ 4	8	-10
Oc1cc(Cc2ccccc2)cnc1CN1CCCCC1
→ 3	-1	-8
CCC(=O)N1CCCc2cc(S(=O)(=O)N3CCN(C4CCCCC4)CC3)ccc21
→ 7	2	1
Cc1cccc(NC(=O)N2CCC(NC(=O)c3ccccc3C)CC2)c1
→ -4	-14	17
Cc1ccc2c(CC(=O)N3CCN(S(=O)(=O)c4ccc5c(c4)OCCO5)CC3)coc2c1
→ -3	1	-11
COc1ccc(Cl)cc1C(=O)OCC(=O)NC(=O)c1cccn1C
→ 5	-9	-1
O=C(Nc1cccc(F)c1)N(Cc1ccc(Cl)cc1)CC(O)C(F)(F)F (stereo unspecified)
→ 7	-1	-3
O=C(O)c1cc2c(s1)-c1ccccc1OC2
→ 19	-15	-1
CCOc1ccccc1NC(=O)c1ccc(NC(=O)c2ccco2)cc1
→ 4	-3	7
O=C(Nc1ccc(Cl)c(Cl)c1)N1CC=C(c2ccccc2)CC1
→ 1	-4	3
CC(C)CC(NC(=O)C(Cc1ccc(OCc2ccccc2)cc1)NC(=O)OC(C)(C)C)C(N)=O (stereo unspecified)
→ 1	-2	-2
COc1ccc(C2CC(C(F)(F)F)n3nc(C(N)=O)c(Cl)c3N2)cc1OC (stereo unspecified)
→ 5	7	-3
CC1(C)CC(=O)C=C(Nc2ccccn2)C1
→ -4	-6	-3
O=C(CCC1CCCC1)N1CCN(C(=O)COc2ccccc2)CC1
→ -1	-5	-3
CC1(C)Cc2ccccc2-c2nnc(SCC(=O)Nc3nc4ccccc4s3)n21
→ -2	-8	12
O=C(Nc1cccc2ccccc12)C1CCN(C(=O)NCc2ccccc2)CC1
→ -1	-5	13
O=C(Nc1ccccc1-c1ccccc1)c1cnccn1
→ 22	-1	-5
O=C(O)CSc1nnc(-c2ccccc2O)n1Cc1ccccc1
→ 0	-7	-5
C/C(=N/NS(=O)(=O)c1ccc(Cl)cc1)c1cccc(O)c1
→ 1	-1	-10
COC(=O)c1ccc2nc(NC(=O)CN3C(=O)CCC3=O)sc2c1
→ 10	-2	-3
O=C(CSc1nc2ccccc2s1)NC(=O)NCc1ccco1
→ 2	-11	-10
Cc1cc(C)c2nc(N3CCCN(C(=O)c4cnccn4)CC3)c(C#N)cc2c1
→ -2	-16	-18
CCN(CC)c1ccc2cc(C(=O)Nc3ccccn3)c(=O)oc2c1
→ 49*	-16	-15
CCc1nc(SCc2cccnc2)c(C#N)cc1C
→ -6	-17	1
COc1ccc(C(=O)Nc2cccc(/C(C)=N/NC(=O)c3ccc([N+](=O)[O-])c(C)c3)c2)cc1OC
→ 24	6	2
CCOC(=O)N1CCN(C(=O)COc2ccc3c(c2)C(=O)CC2(CCN(C(C)=O)CC2)O3)CC1
→ 1	-6	9
O=C(Nc1ccc(Cl)cc1C(=O)NCC1CCCO1)c1ccco1 (stereo unspecified)
→ -5	-1	-9
CCOC(=O)CSc1nnnn1-c1cc(OC)ccc1OC
→ -5	-2	-1

Continuation.
Results follow in this order: esBAF inh	ARNT-TACC3 inh	RAD54 inh
Cc1ccc2c(c1)c1ncnc(N3CCOCC3)c1n2C
→ 39	-2	9
O=c1c(F)cn(C2CCCO2)c(=O)n1Cc1c(F)cccc1Cl (stereo unspecified)
→ 2	-2	4
Cc1nc2cc(Cl)c(Cl)cc2nc1C
→ 31	-8	-5
O=C(Oc1cccc(Br)c1)c1cccnc1
→ -5	1	1
CC(C)(C(=O)c1ccccc1)/[N+]([O-])=C/c1ccc(F)cc1
→ 8	-3	0
COc1ccccc1NC(=O)C(C)Sc1nnnn1C (stereo unspecified)
→ -4	5	-6
Cc1ccc2cccc(NC(=S)NC(=O)c3ccn(C)n3)c2n1
→ 0	-1	8
CN(C)c1ccc(-c2ccccc2)nn1
→ 7	-2	-12
O=C(/C=C/NNC(=O)c1ccccc1)c1ccc(Br)cc1
→ 21	0	0
Cc1cc(C(=O)OCC(=O)NCCC(C)C)c2ccccc2n1
→ 7	3	-4
Cc1ccc2c3c1C(=O)C(=O)N3C(C)(C)CC2C (stereo unspecified)
→ -7	-1	-13
CN1OC(CC(=O)O)N(c2ccc(Cl)cc2)C1=O (stereo unspecified)
→ 5	-15	3
Cn1c(CC(=O)Nc2ccccc2)nnc1SCCOc1ccccc1
→ 23	-3	-5
Cc1cccnc1N(C(=O)Nc1ccccc1)C1=NCC(C)(C)S1
→ 18	4	3
Cc1cc(C)nc(SCc2nnc(SCC(=O)N3CCOCC3)o2)n1
→ -3	-2	19
CC1=C(C(=O)OCc2ccccc2)C(c2ccoc2)C(C#N)=C(N)O1 (stereo unspecified)
→ 3	0	-9
COc1ccccc1NC(=O)N(Cc1ccco1)Cc1cc2ccc(C)c(C)c2[nH]c1=O
→ -2	0	2
Cc1ccc(-c2nc(N/N=C/c3ccncc3)c3ccccc3n2)cc1
→ -30	8	-9
O=C(c1ccc(CS(=O)(=O)c2cccc(C(F)(F)F)c2)o1)N1CCN(c2ccccn2)CC1
→ -6	6	3
CCn1c(CNc2ccc(F)cc2)nnc1SCC(=O)Nc1ccccc1OC
→ 3	5	13
Cn1cc(Br)cc2nc(C(F)(F)F)nc1-2
→ -1	15	3
Cn1c(SCC(=O)Nc2ccccc2F)nnc1-c1ccc(S(=O)(=O)N2CCOCC2)cc1
→ -8	19	1
COc1ccc(-c2nnn(CCc3nn[nH]n3)n2)cc1OC
→ -4	3	0
CN(C)c1ccc(CN2CCCCCC2)cc1
→ -1	-4	-20
COc1cc(S(=O)(=O)NC2CCCC2)ccc1F
→ -1	9	-13
CC1=Nn2c(nnc2-c2ccccc2Cl)SC1
→ 1	1	-33
CCOc1ccccc1CNC(=O)CNC(=O)c1cccs1
→ -2	5	0
Cn1c(SCCOc2cccc(Cl)c2)nnc1-c1ccncc1
→ 11	0	-7
COc1cc2c(C#N)c(N3CCc4ccccc4C3)nc(N)c2c(N)n1
→ 2	-6	2
O=C1COc2ccc(C(=O)CSc3nnc(-c4cccs4)n3Cc3ccccc3)cc2N1
→ -6	15	-1

Following part:
Results follow in this order: esBAF inh	ARNT-TACC3 inh	RAD54 inh
O=C(C1Cc2ccccc2CN1S(=O)(=O)c1cccs1)N1CCCCC1 (stereo unspecified)
→ 3	-2	5
O=C(O)C(CCCCN1C(=O)C2C3C=CC(C3)C2C1=O)N1C(=O)C2C3C=CC(C3)C2C1=O (stereo unspecified)
→ -1	-5	-6
COCCN(C(=O)Cn1nnc2ccccc21)C(C(=O)NC1CCCC1)c1ccc(OC)cc1OC (stereo unspecified)
→ -2	5	-6
COc1cccc(C(=O)N/N=C2\SCC(=O)N2Cc2ccc3c(c2)OCO3)c1
→ 2	-7	1
CCOC(=O)C1CCN(CCC(=O)Nc2ccccc2)CC1
→ 2	1	3
O=C(Nc1ccc(N2CCOCC2)c(Cl)c1)c1cc(F)c(F)cc1Cl
→ 18	-16	-9
Cc1ccc(S(=O)(=O)N(C)c2ccc(NS(C)(=O)=O)cc2)cc1
→ -3	-9	-13
CCn1c(NCc2ccc3c(c2)OCO3)nc2ccccc21
→ ?	-6	-13
O=C(N/N=C/C=C/c1ccccc1)c1cnccn1
→ -4	-1	-4
O=C(Nc1ccccc1C(=O)NC(Cc1c[nH]c2ccccc12)C(=O)O)c1ccco1 (stereo unspecified)
→ -5	-13	-5
Cn1cc(/C=C(\C#N)C(=O)Nc2ccccc2O)c2ccccc21
→ 64*	-2	1
Cn1c(=O)c2c(SCC(=O)c3ccccc3)nc(C3CC3)nc2n(C)c1=O
→ -4	-4	-4
Cc1c(NC(=O)C2CCCN2S(=O)(=O)c2ccccc2)c(=O)n(-c2ccccc2)n1C (stereo unspecified)
→ 0	-1	-8
Cc1cccc(CSc2nnc(N)n2-c2ccccc2)c1
→ 1	4	-2
CC(C)C(C(=O)Nc1ccc2c(c1)OCO2)N1C(=O)c2ccccc2C1=O (stereo unspecified)
→ -1	3	1
C=CCn1c(SCC(=O)Nc2nc(C)cs2)nnc1C(CO)NC(=O)c1ccccc1 (stereo unspecified)
→ -1	-5	-1
CCOC(=O)N1CCN(S(=O)(=O)c2cc(OCC(=O)NC3CCCCC3)c(C)cc2Cl)CC1
→ -6	3	-3
COC(=O)C1CCN(C(=O)c2ccc(Cl)c(S(=O)(=O)NCc3cccnc3)c2)CC1
→ -6	-3	6
CCCNC(=O)NC(=O)CN1C(=O)NC(C)(c2ccc(C)cc2)C1=O (stereo unspecified)
→ 0	-12	-2
CN1CCCC(OC(=O)CCCC(=O)OC2CCCN(C)C2)C1 (stereo unspecified)
→ 1	0	1
CCOC(=O)c1cc(NC(=O)C2CCCO2)cc(C(=O)OCC)c1 (stereo unspecified)
→ -8	-2	-7
CCCCc1c(O)nc(SCCN(C)C)n(-c2ccccc2)c1=O
→ -2	-3	-2
COc1ccccc1S(=O)(=O)Cc1ccc(C(=O)NCc2cccs2)o1
→ 1	-3	-3
C=C/C(C)=C/C[C@H]1C(=C)CCC2[C@](C)(C(=O)O)CCC[C@@]21C (stereo partly specified)
→ 2	-7	-4
Cc1ccc2nc3ccc(N4CCCCCCC4)nn3c(=O)c2c1
→ 60*	7	-6
CC(=O)N1CCc2cc(S(=O)(=O)CCC(=O)Nc3c(C)n(C)n(-c4ccccc4)c3=O)ccc21
→ -17	-13	-9
O=C(NCc1cccs1)c1cccc(S(=O)(=O)N2CCCCC2)c1
→ 19	-1	4
CC(=NC1CCN(Cc2ccccc2)CC1)c1c(O)[nH]c(=O)[nH]c1=O
→ -4	4	-1
Cn1c(SCC(=O)c2ccccc2F)nnc1C1CC1
→ 32	-23	1
CCc1cc2c(=O)n(N)c(CCC(=O)O)nc2s1
→ -6	0	-3

The listing continues:
Results follow in this order: esBAF inh	ARNT-TACC3 inh	RAD54 inh
Cc1nn(-c2ncc(C(F)(F)F)cc2Cl)c(=O)n1-c1cccc(Cl)c1
→ -7	-12	10
Cc1cc(OC(=O)N2CCOCC2)cc(C)c1Cl
→ 4	5	-4
CCOC(=O)C1CCN(C(=O)c2ccc(SC)cc2OC)CC1
→ -23	-41	-9
Cc1nc2ncnn2c(C)c1CCC(=O)NCc1ccccc1
→ 0	-1	-8
CCCOc1ccc(C2NC(=O)NC(c3ccccc3)=C2C(C)=O)cc1OCC (stereo unspecified)
→ -1	-6	-3
CCC(=O)NCc1cc(-c2nn(C)c(=O)c3ccccc23)ccc1C
→ 2	2	-17
COc1ccc(/C=N/n2c(C)cc(C)c(C(N)=O)c2=O)cc1
→ -9	-1	-3
O=C(O)c1ccc(Cl)c(S(=O)(=O)NCc2ccco2)c1
→ -8	-4	0
Oc1ccc(C2N=C(c3ccccc3)NC(c3ccccc3)=N2)cc1
→ 3	0	8
Cc1ccc2c(CC(=O)N3CCN(S(=O)(=O)c4cccs4)CC3)coc2c1
→ -7	-3	3
CS(=O)(=O)N1CC(C(=O)NC2CCCC2)Oc2ccc(Cl)cc21 (stereo unspecified)
→ -8	-5	9
CCC(C)n1c(S(=O)(=O)O)nc2ccccc21 (stereo unspecified)
→ -3	2	4
CC(=O)Nc1cccc(NS(=O)(=O)c2cccc3nsnc23)c1
→ -3	2	-1
Cc1cccc(NC(=O)C2C(c3ccccc3)C2(Cl)Cl)c1C (stereo unspecified)
→ -13	-5	3
CC(CN1CCOCC1)OC(=O)c1ccc(Br)cc1 (stereo unspecified)
→ -8	34	2
Cc1ccc(C(=O)c2ccc(O)cc2)cc1C
→ ?	0	-4
CC(C)(C)c1ccc(C(=O)NCCC(=O)NCc2ccco2)cc1
→ -7	9	-2
CSCC[C@H](NC(=O)NCc1ccc(F)cc1)C(=O)O
→ 4	1	2
CN1C(=O)CC(N2CCN(c3ccccc3)CC2)C1=O (stereo unspecified)
→ 5	-9	12
CN(CCOc1ccc(-c2ccn(S(=O)(=O)c3ccc(Cl)cc3)n2)cc1)c1ccccn1
→ 4	-7	1
Cc1ccc(S(=O)(=O)/N=C(\CN2CCOCC2)N2CCCC2)cc1
→ 0	-5	-12
O=[N+]([O-])c1ccc(-c2ccc(C=Nc3cccc4ccccc34)o2)cc1
→ 7	5	3
Nc1c(N(CCC2=CCCCC2)C(=O)COc2ccc(F)cc2)c(=O)[nH]c(=O)n1Cc1ccccc1
→ -12	-4	-7
Cc1cccnc1NC(=O)C(C)Oc1ccccc1 (stereo unspecified)
→ -6	-8	1
Cc1cc(C)nc(SCc2ccccc2C#N)n1
→ -3	1	1
CCCNc1cc(=O)n(C)c(=O)n1C
→ -8	-1	-10
c1ccc(CSc2nnc(-c3c[nH]c4ccccc34)o2)cc1
→ 53*	-4	8
O=C1COc2ccc(C(=O)COC(=O)/C=C/c3ccco3)cc2N1
→ -4	0	-1
O=c1ccc(Br)c[nH]1
→ -8	-4	-1

Profiles as entered above.
`Cc1ccc2c(c1)c1ncnc(N3CCOCC3)c1n2C` is entered as esBAF inh: 39; ARNT-TACC3 inh: -2; RAD54 inh: 9
`C=CCn1c(SCC(=O)Nc2nc(C)cs2)nnc1C(CO)NC(=O)c1ccccc1` (stereo unspecified) is entered as esBAF inh: -1; ARNT-TACC3 inh: -5; RAD54 inh: -1
